sEH inhibitor = soluble epoxide hydrolase inhibitors, primary screen, biochemical, human sEH; inhibition, % at 2 µM; recombinant human sEH enzymatic activity assay; Bifunctional epoxide hydrolase 2 (Homo sapiens), P34913; hit rate 0.34% among 91,000; AID 707, 2007; in the data active = inhibition above about 80%; also: values of inactives mirror those of a sister screen read the other way; many of its hits are not listed in these tables
Ecoli WT expand = growth inhibitors of wild-type E. coli, primary screen, strain BW25113, expanded library, OD600 | OD600 absorbance | growth inhibition, % at 100 µM | hit rate 0.15% among 98,000;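 active = growth inhibition above about 50% at one test dose, limit read from the data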;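 also: growth measured after 20 h incubation at 37 °C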
PLK1 kinase inh = human PLK1 kinase inhibitors, primary screen, biochemical, TR-FRET; Serine/threonine-protein kinase PLK1 (Homo sapiens), P53350; recombinant PLK1 kinase, TR-FRET peptide phosphorylation; inhibition, % at 10 µM; hit rate 0.53% among 97,000; AID 619, 2007;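 active = inhibition of 50% or more in the single-concentration screen; inactive = inhibition below 50%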;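 also: 0% = DMSO max control and 100% = H-89 dihydrochloride min control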
Target sequence (P53350 whole entry, looked up): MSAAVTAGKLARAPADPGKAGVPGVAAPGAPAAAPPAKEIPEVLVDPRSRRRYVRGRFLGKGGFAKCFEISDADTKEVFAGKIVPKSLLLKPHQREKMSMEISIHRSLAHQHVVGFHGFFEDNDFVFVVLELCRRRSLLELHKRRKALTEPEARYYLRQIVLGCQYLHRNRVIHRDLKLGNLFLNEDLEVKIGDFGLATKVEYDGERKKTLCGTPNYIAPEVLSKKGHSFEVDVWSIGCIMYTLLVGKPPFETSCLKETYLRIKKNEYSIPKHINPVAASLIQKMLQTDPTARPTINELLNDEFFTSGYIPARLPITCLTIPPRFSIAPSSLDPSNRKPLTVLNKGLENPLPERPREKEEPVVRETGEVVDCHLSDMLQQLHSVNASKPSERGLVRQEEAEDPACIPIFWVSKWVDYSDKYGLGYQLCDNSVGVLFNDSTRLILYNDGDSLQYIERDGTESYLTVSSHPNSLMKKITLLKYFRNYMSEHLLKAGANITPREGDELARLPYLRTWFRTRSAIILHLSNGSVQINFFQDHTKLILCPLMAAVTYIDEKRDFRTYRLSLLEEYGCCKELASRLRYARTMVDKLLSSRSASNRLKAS
Plk1 PBD FP = Plk1 polo box domain binding inhibitors, primary screen, biochemical, fluorescence polarization | AID 693, 2007 | inhibition, %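 (tested at about 20 µM)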 | Plk1 PBD phosphopeptide binding | hit rate 0.13% among 97,000; in the data active = inhibition above about 34%, passing the limit was not always enough
F-actin modifier = modifiers of F-actin cytoskeleton organization, primary screen, imaging, HUVEC, phalloidin staining, high-content imaging; inhibition, % at 2 µM; AID 836, 2007; HUVEC TNFa F-actin phalloidin imaging; hit rate 0.18% among 91,000;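 active = inhibition above the batch mean plus 3 SD and confirmed as a hit by visual image inspection, cut at about 30% in these data, passing the limit was not always enough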; also: strong numbers were not always called active
TNFa cytotox = cytotoxicity in TNFa-stimulated HUVEC, primary screen, cytotoxicity control for VCAM1 expression modulator project, imaging, Hoechst nuclei count. AID 848, 2007. hit rate 0.17% among 93,000. HUVEC TNFalpha-stimulated, Hoechst cell count. cell count reduction, % at 2 µM;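 active = cell count reduction exceeding the screen mean by over 5 SD, scaled to untreated wells per plate, cut at about 78% in these data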;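 also: cells counted after 24 h of TNF alpha exposure following the 1 h pretreatment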
hDAT+cocaine = changed hDAT dopamine uptake under cocaine IC80, either direction, primary screen, cocaine antagonist project, cell-based, LLC-PK1 hDAT, [14C]-dopamine uptake, MLSMR | LLC-PK1 hDAT cells, [14C]-dopamine uptake with cocaine IC80; actives deviate in either direction | Sodium-dependent dopamine transporter (Homo sapiens), Q01959 | hit rate 1.3% among 110,000 | B-score at 10 µM;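 active = Z score or B-score, a plate-position-corrected score, falls beyond the plate's 99.7% confidence bounds, in either direction; inactive = both scores lie inside the 99.7% bounds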;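 also: scored against the spread of the other compound wells on the same plate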
IL1B cytotox = cytotoxicity in IL-1B stimulated HUVEC, primary screen, cytotoxicity control for IL-1B NFkB translocation project, imaging, Hoechst nuclear count, IL-1B stimulus. HUVEC cell count loss. hit rate 0.41% among 94,000. cell count reduction, % at 2 µM;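 active = cell count reduction more than 3 SD above the screen-wide mean, cut at about 70% in these data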;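 also: normalized per plate to untreated control cells as the no-loss baseline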
VCAM1 TNFa inh = inhibitors of TNFa-induced VCAM1 expression, primary screen, imaging, HUVEC, TNFa stimulus, immunofluorescence | HUVEC TNFa-induced VCAM-1 immunofluorescence, high-content imaging | inhibition, % at 2 µM | hit rate 0.48% among 95,000 | AID 802, 2007;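 active = inhibition above the batch mean plus 3 SD, with images confirmed as a hit by eye, cut at about 37% in these data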;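 also: 0% = TNF-stimulated DMSO wells and 100% = unstimulated control wells; not every result past the cut was called active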
* hit, by the source's call; . = not tested or not shown; & = joins results of further samples.

Structure	PLK1 kinase inh	TNFa cytotox	Ecoli WT expand	VCAM1 TNFa inh	sEH inhibitor	IL1B cytotox	F-actin modifier	hDAT+cocaine	Plk1 PBD FP
CC(CNC(=O)c1cc(Cl)ccc1[N+](=O)[O-])NC(=O)c1cc(Cl)ccc1[N+](=O)[O-] (stereo unspecified)	-8	-18	4	-1	-10	.	3	1.3	13
COCCCNCCOc1cc(C(C)C)ccc1C	0	-5	5	22	-2	-14	-9	0.11	5
Cc1ccc(-n2nc(C(=O)O)cc2-c2ccccc2)cc1	5	-8	8	17	7	-4	18	0.028	3
COc1cc(C(=O)Nc2cccc(-c3nc4cc(C)cc(C)c4o3)c2)cc(OC)c1OC	-3	-8	-10	-10	-8	13	18	0.089	-24
CCOC(=O)c1csc(NC(=O)CSc2nnnn2-c2ccc(OC)cc2)n1	-6	-17	-2	-5	.	-34	19	-0.82	-27
NS(=O)(=O)c1cc(C(=O)N2CCc3ccccc32)c(Cl)cc1Cl	-19	-25	5	-1	-14	-64	1	1.2	-13
CC(C)NS(=O)(=O)c1ccc(OCC(=O)Nc2ccc3c(c2)OCO3)c(Cl)c1	-7	1	4	-9	32	8	5	-0.01	-17
O=C(Nc1cccnc1)c1cccnc1Cl	-3	-5	.	8	-11	-20	-4	-0.15	-10
OC(CNCc1ccco1)COc1ccccc1 (stereo unspecified)	-15	21	-2	0	.	-36	-11	0.62	18
CCOC(=O)c1ccc(NC(=O)CSc2nnc(C3CCCCC3)n2C)cc1	-3	-27	.	-14	4	-2	-11	1.6	-10
O=S(=O)(NC1CC1)c1ccc(S(=O)(=O)N2CCc3ccccc32)cc1	-4	5	-14	7	-9	28	9	0.044	26
CC(C)(C)C(=O)Cn1c(=N)n(Cc2ccccc2Cl)c2ccccc21	-3	-43	-6	0	-8	-58	14	0.4	-11
CC(C)NC(=O)CSc1nc2ccccc2n1-c1ccccc1	-11	-10	1	4	-5	-11	12	0.77	-1
COc1ccc2c(c1)C(=O)N(c1ccccc1)C(=O)C2	-8	8	3	-4	-4	10	-5	-0.53	-12
Nc1cccc(C(=O)Nc2ccco2)c1	31	6	5	1	5	-16	-1	-1.5	-23
CCOc1ccc(OCc2ccc(C(=O)N3N=C(C(F)F)CC3(O)C(F)F)o2)cc1 (stereo unspecified)	-8	-20	3	-3	7	-16	26	0.031	-4
Cc1ccc(C)c2[nH]c(=O)c(CCNC(=O)c3ccc(Br)o3)cc12	-10	-33	.	-22	7	-11	-18	-0.86	-6
COc1ccc(C)cc1S(=O)(=O)N(C)CC(N)=O	-12	-28	3	-10	-8	13	4	0.74	16
CCOC(=O)c1cc2c(=O)n3ccccc3nc2n(C(C)C)c1=NC(=O)c1ccncc1	-7	-32	4	16	2	-3	4	0.69&1	-18
COc1ccc(/C=N/N2C(=O)CSC2=S)cc1	-4	-14	10	18	-12	15	-5	0.92	-34

Additional entries.
Structure	PLK1 kinase inh	TNFa cytotox	Ecoli WT expand	VCAM1 TNFa inh	sEH inhibitor	IL1B cytotox	F-actin modifier	hDAT+cocaine	Plk1 PBD FP
CC(C)C1C(C#N)=C(N)Oc2n[nH]c(-c3cccs3)c21 (stereo unspecified)	7	-9	-8	6	6	-27	0	-0.11	5
COc1ccc(S(=O)(=O)NNC(=O)c2csc(-n3nc(C)cc3C(F)(F)F)n2)cc1OC	-4	-19	-2	10	4	-5	12	-0.5	2
COc1ccc(-c2nc(SCC(=O)NCc3ccco3)c(-c3ccccc3)[nH]2)cc1OC	-32	8	-18	10	-2	21	-12	0.0011&0.056	8
Cc1noc(/C=C/N(C)C)c1S(=O)(=O)N1CCCC(C(=O)NC(C)c2ccccc2)C1 (stereo unspecified)	2	-16	0	10	.	-18	12	1.3	-19
CCOc1ccccc1Nc1nnc(SCC(=O)N2CCCC2)s1	-6	-35	14	-9	-17	-13	21	0.57	7
COc1ccc(NC(=O)C2CCCN(S(=O)(=O)c3ccc4c(c3)oc(=O)n4C)C2)cc1OC (stereo unspecified)	-12	-6	-8	8	-5	19	1	-0.8	-7
CC(C)c1nc2n[nH]c(N)c2c2c1CCCC2	66*	4	8	-10	-2	23	-2	0.086	-11
O=C1c2ccccc2C(=O)N1CCSc1ncn[nH]1	-15	-12	.	0	16	10	-20	-0.14	-17
O=C1C(C=Nc2ccccc2O)=C(O)c2ccccc21	23	-3	-2	16	-2	-39	12	-0.5	1
CC(=O)c1c(NC(=O)C(C)C)nc(C)nc1-c1ccccc1	-2	-12	-6	-6	-14	0	2	-0.012	15
O=C(NC(=O)N1CCN(c2ccccc2F)CC1)c1ccccc1	-2	-9	-7	1	-6	-14	18	0.49	10
C=CCC(NCc1ccco1)c1ccc(OC)c(OC)c1 (stereo unspecified)	-3	-26	-10	10	-5	4	-2	-7.5*	-5
CCN1CCC2(CC1)C(C#N)=C(N)Oc1c2sc2nc(C)cc(C)c12	-5	69	-4	84*	-6	7	-61	0.039	15
Cc1c(N2C(=O)CS/C2=N\N=C\c2ccc(Cl)cc2)c(=O)n(-c2ccccc2)n1C	-3	-22	-3	10	-4	-134	-3	1.2	3
COC(=O)C1C(O)=CC(=O)CC1C (stereo unspecified)	-9	-13	.	-1	-3	1	-14	-1.3	4
O=C(CCn1c(=O)oc2ccccc21)N1CCN(c2ccccc2Cl)CC1	-7	-17	-12	10	-4	-25	7	3.4*	-16
CC1CN(c2oc(-c3cccs3)nc2C#N)CC(C)O1 (stereo unspecified)	-9	-37	2	8	-19	-28	1	0.13	40
Cn1c(=O)[nH]c(=O)c2c1nc(NCc1ccccc1)n2CCCc1ccccc1	-11	6	-5	-10	-12	20	-20	-0.0069	-20
COC(=O)c1nn(-c2ccccc2)c(-c2ccccc2)c1C(=O)c1ccccc1	-2	11	-9	22	-14	-11	.	-1.4	2
Cc1ccccc1Nc1nnc(C)c(=O)[nH]1	-5	-11	-3	17	8	-40	0	-0.04	-3

(next part)
Structure	PLK1 kinase inh	TNFa cytotox	Ecoli WT expand	VCAM1 TNFa inh	sEH inhibitor	IL1B cytotox	F-actin modifier	hDAT+cocaine	Plk1 PBD FP
CCCS(=O)(=O)c1c(S(=O)(=O)CCC)c2c(C)cccn2c1C(=O)OC	-8	1	4	2	2	-9	-4	1.4*	-3
CCC(C)(C)n1nnnc1C(c1cccnc1)N1CCN(c2cccc(C(F)(F)F)c2)CC1 (stereo unspecified)	-7	0	-8	8	-3	-4	12	0.47	-16
CC1(C)CC(O)C(CCC(O)c2ccccc2)C(C)(C)N1 (stereo unspecified)	-6	-36	8	-12	-1	-21	14	-0.53	6
CCC1CCCCN1c1nc(-c2cccc(OC)c2O)nc2ccccc12 (stereo unspecified)	-5	.	-8	.	3	-22	.	0.35	-32
CCc1ccc2nc(NC(=O)c3cc(C)on3)sc2c1	-16	-4	-16	10	-11	-10	32	-0.69	21
O=C1C2CC=CCC2C(=O)N1c1n[nH]c(CCc2ccccc2)n1 (stereo unspecified)	-6	-1	6	24	-5	-29	-21	0.004	-14
CC(=O)NC(CCS(C)(=O)=O)C(=O)Nc1cccc2ccccc12 (stereo unspecified)	-10	-12	0	7	-7	-9	13	0.74	-9
O=C1CCC(=O)N1OCCCOc1ccc(Br)cc1Cl	1	.	9	.	7	2	.	0.35	-6
CC(C)(C)OC(=O)N[C@@H](Cc1ccccc1)c1nnc(SCC(=O)O)o1	1	-40	-2	-14	8	-11	35	-0.66	-12
O=C(NC1CCCC1)c1cnn2c(C(F)(F)F)cc(-c3ccc4c(c3)OCO4)nc12	-4	-11	3	-11	-10	-1	5	-0.14	-17
Cc1cc(C)c(S(=O)(=O)N2CCC(C(N)=O)CC2)cc1C	-4	2	0	-5	1	-12	-6	-0.61	-3
O=C(CCCc1nc(-c2ccccc2)no1)N1CCOCC1	-2	-41	0	4	3	-15	14	-1	-13
CCN(CC)C(=O)c1cccc2c1C(=O)c1ccccc1-2	4	-29	.	-10	5	-21	12	-0.28	-19
CN(CC(=O)N1CCc2ccccc21)S(=O)(=O)c1ccc(Cl)cc1	-3	-8	-20	-7	23	-13	1	0.68	-19
Cc1cc(C(=O)Nc2sc(C)c(-c3ccc(F)cc3)c2C(N)=O)no1	-5	-9	-7	34	.	22	14	0.37	-12
C/C(CC(=O)Nc1cc(Cl)ccc1Cl)=N\NC(=O)c1ccco1	4	6	11	3	-1	-79	-11	0.00025	0
CC(=O)OCCNC(=O)c1cccnc1	2	7	6	-27	4	.	-3	-0.44	0
COc1cccc(C(c2nnnn2CS(=O)(=O)c2ccc(C)cc2)N2CCN(C)CC2)c1OC (stereo unspecified)	-3	.	-3	.	-6	23	-37	0.72	-24
O=C(NCc1ccco1)c1cnn2c1NC(c1ccccc1)CC2C(F)(F)F (stereo unspecified)	-14	-8	10	-22	-1	16	-18	1.9	0
CCOC(=O)C1CCCN(C(=O)Cc2ccc(C)cc2)C1 (stereo unspecified)	8	-17	0	12	8	30	2	0.95	-3

Next part:
Structure	PLK1 kinase inh	TNFa cytotox	Ecoli WT expand	VCAM1 TNFa inh	sEH inhibitor	IL1B cytotox	F-actin modifier	hDAT+cocaine	Plk1 PBD FP
O=C1CC(c2ccc(Cl)cc2)CC(O)=C1C=NCc1ccc(Cl)c(Cl)c1 (stereo unspecified)	-13	-22	0	5	5	-10	-3	0.6	7
Cc1cccc(C(=O)NCCc2csc(C)n2)c1	-13	-6	-7	9	-2	13	3	0.13	16
Cc1ccc(S(=O)(=O)c2c(C)nn(C(C)(C)C)c2OC(=O)C(C)(C)C)cc1	-7	-19	-6	-18	-7	8	57	0.18	-15
Clc1cccc(Oc2cnc3ccccc3n2)c1	-6	6	8	-3	7	-86	1	0.29	15
CC(C)(C)C(=O)N1CCC(O)(CS(=O)(=O)Cc2ccc(Cl)cc2)CC1	-13	-20	-2	7	-17	5	19	-0.25	4
COc1cccc(N=c2oc3c(C)ncc(CO)c3cc2C(=O)Nc2ccccc2OC)c1	-6	-2	-4	0	11	-6	-3	.	5
COc1ccc(Br)cc1C(=O)NCc1cccnc1	-1	3	3	0	0	-4	-5	-0.49	2
CCCC1=C(C(=O)OCC)C(c2cc(Cl)cc(OC)c2OCc2ccccc2)NC(=O)N1 (stereo unspecified)	-6	-2	-9	10	3	-19	-2	0.056	-25
O=C(Nc1cccnc1)C1CCCN1S(=O)(=O)c1ccc(Cl)c(Cl)c1 (stereo unspecified)	-8	-14	0	-8	-1	-41	2	-0.99	-13
Cc1ccnc(NC(=O)C2CCC(CNc3c(N4CCCC4)c(=O)c3=O)CC2)c1 (stereo unspecified)	-2	-16	2	9	-6	35	-10	-1.1	-4
O=C1C(=O)N(CCN2CCOCC2)C(c2ccccn2)/C1=C(/O)c1ccccc1 (stereo unspecified)	-6	-26	5	-3	17	-12	10	0.067	29
COCCOC(=O)C(C#N)c1nc2ccccc2nc1N1CCCC1 (stereo unspecified)	-16	-5	4	6	2	1	-22	0.034	-34

Full records as entered above. Order of screens: PLK1 kinase inh | TNFa cytotox | Ecoli WT expand | VCAM1 TNFa inh | sEH inhibitor | IL1B cytotox | F-actin modifier | hDAT+cocaine | Plk1 PBD FP
Record of O=C(Nc1cccnc1)C1CCCN1S(=O)(=O)c1ccc(Cl)c(Cl)c1 (stereo unspecified) : -8 | -14 | 0 | -8 | -1 | -41 | 2 | -0.99 | -13
Record of Cc1ccc(S(=O)(=O)c2c(C)nn(C(C)(C)C)c2OC(=O)C(C)(C)C)cc1 : -7 | -19 | -6 | -18 | -7 | 8 | 57 | 0.18 | -15

High-throughput results (PubChem BioAssay)
